Compound activity deposited in PubChem BioAssay by Broad Institute.
esBAF inh – inhibitors of esBAF chromatin remodeling in mouse ES cells | Bmi1-luciferase knock-in reporter, 24 h; 100% = twice the neutral-well signal | reporter increase, % at 12.5 µM | hit rate 2% among 350,000; in the data active means activation above about 40%;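 further: 0% = median of the plate's neutral control wells and 100% = double that signal; a rise in the Bmi1 reporter signal indicates esBAF inhibition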
CASP6 VEID inh – caspase-6 (human) enzyme inhibition; P55212; purified caspase-6, Z-VEID-R110 cleavage fluorescence; inhibition, % at 12.5 µM; hit rate 0.53% among 350,000; AID 686996;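 active means mean inhibition across replicates at least about 35%, with every replicate also reaching that limit, limit read from the data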;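 further: 0% = median of neutral control wells and 100% = no fluorescence left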
Target sequence (P55212 24-179 limits assumed): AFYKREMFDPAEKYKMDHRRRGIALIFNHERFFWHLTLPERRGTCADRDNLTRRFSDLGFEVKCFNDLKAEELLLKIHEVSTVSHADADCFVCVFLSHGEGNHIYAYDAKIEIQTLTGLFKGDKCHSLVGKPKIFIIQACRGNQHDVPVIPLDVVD
Target sequence (P55212 194-293 limits assumed): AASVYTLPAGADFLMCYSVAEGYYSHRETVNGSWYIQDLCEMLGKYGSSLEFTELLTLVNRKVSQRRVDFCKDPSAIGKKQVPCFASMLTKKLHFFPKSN
RAD52 inh – inhibitors of human RAD52 DNA annealing; AID 651710; recombinant RAD52 DNA annealing, FRET fluorescence; P43351; inhibition, % at 18.7 µM; hit rate 0.46% among 360,000;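 active means every replicate showing at least 50% inhibition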
ERp5 inh – ERp5 (human) disulfide isomerase inhibition | AID 651711 | ERp5 insulin aggregation, absorbance 650 nm, 90 min | hit rate 0.05% among 350,000 | inhibition, % at 9.99 µM | Q15084;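 active means mean replicate inhibition above about 25%, with every replicate also reaching it, limit read from the data, passing the limit was not always enough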
RAD54 branch – blocks human RAD54 Holliday junction branch migration. Q92698. FAM/BHQ fluorescence. inhibition, % at 10.4 µM. hit rate 0.14% among 360,000;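 active means mean normalized replicate activity at least 40 and at least half of replicates scoring 40 or more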;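 further: 0% = median of neutral control wells and 100% = median of positive control wells; inhibitors cause a drop in the FAM fluorescence signal; in these data hits start at about 50%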
Target sequence (Q92698 whole entry, looked up): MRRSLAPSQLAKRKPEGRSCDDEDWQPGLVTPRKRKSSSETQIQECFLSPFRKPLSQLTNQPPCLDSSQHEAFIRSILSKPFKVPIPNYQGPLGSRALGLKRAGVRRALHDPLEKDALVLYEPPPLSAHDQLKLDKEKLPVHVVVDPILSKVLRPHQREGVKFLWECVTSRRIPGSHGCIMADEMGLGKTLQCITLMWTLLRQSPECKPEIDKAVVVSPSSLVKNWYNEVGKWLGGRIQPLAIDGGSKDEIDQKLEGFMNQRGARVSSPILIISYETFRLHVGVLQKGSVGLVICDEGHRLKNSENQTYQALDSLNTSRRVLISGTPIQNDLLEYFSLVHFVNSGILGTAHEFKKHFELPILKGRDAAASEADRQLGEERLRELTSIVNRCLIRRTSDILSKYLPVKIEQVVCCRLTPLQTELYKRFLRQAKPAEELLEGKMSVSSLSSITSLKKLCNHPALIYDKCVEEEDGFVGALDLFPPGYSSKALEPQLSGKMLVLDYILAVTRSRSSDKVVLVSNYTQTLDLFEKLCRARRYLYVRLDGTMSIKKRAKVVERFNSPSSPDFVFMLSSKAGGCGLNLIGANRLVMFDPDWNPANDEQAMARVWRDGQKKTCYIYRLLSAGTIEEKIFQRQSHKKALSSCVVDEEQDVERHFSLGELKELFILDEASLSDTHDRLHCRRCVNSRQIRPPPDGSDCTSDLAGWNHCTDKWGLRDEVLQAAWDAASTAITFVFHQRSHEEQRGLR
ARNT-TACC3 inh – disruptors of human ARNT/TACC3 interaction; Q9Y6A5; AlphaScreen His-ARNT PAS-B/GST-TACC3 binding, luminescence; TACC3 fragment carries E629A point mutation; inhibition, % at 9.99 µM; hit rate 0.66% among 390,000;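 active means mean inhibition of replicates at least 50% and at least half of replicates each reaching 50%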;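 further: 0% = complete ARNT plus TACC3 wells and 100% = ARNT alone without TACC3; many hits fall short of the cut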
PglD inh – inhibitors of Campylobacter jejuni PglD acetyltransferase. purified PglD enzyme, DTNB colorimetric CoA detection. inhibition, % at 12.5 µM. hit rate 0.098% among 360,000; in the data active means inhibition above about 16%, passing the limit was not always enough; further: strong numbers were not always called active
E-sel inducer – induces E-selectin expression in human endothelial cells. HUVEC E-selectin immunofluorescence imaging; normalized: neutral wells 0, TNF-alpha wells 100. activation, % at 7.58 µM. hit rate 0.37% among 260,000. AID 686992;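 active means mean E-selectin-positive cell signal at least 10% of the positive control, reached in at least 60% of replicates, without over 20% cell loss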;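 further: in these data hits start at about 27%; measured in HUVEC primary endothelial cells; signal is the percent of cells scored E-selectin positive by PE staining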
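Assay system: HUVEC, human umbilical vein endothelial cells / Amount: 3,000 HUVEC/well / Controls: TNF-alpha positive control, DMSO neutral control / Compound dosing: single concentration / Medium: EGM-2 over gelatin coat / Evaluation: percent E-selectin-positive cells / Signal: immunofluorescence imaging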
An asterisk follows results filed as active; · = not tested or not shown.

SMILES | esBAF inh | CASP6 VEID inh | RAD52 inh | ERp5 inh | RAD54 branch | ARNT-TACC3 inh | PglD inh | E-sel inducer
Cc1cc(Nc2nn(C)c(N)c2C#N)ccc1F | 1 | 4 | -8 | 3 | 3 | 6 | 1 | ·
O=C(CN(C(=O)c1csnn1)c1ccc(F)c(Cl)c1)NCc1ccccc1 | -5 | -1 | -15 | -7 | -9 | 3 | -4 | ·
O=C(O)CCCC(=O)Nc1nncs1 | · | 0 | -17 | 3 | 7 | -4 | -3 | 6.3
Cc1ccc(CC(=O)NC2CCN(Cc3ccccc3)CC2)cc1 | 0 | -11 | -8 | -1 | 5 | -2 | -7 | ·
C[C@H](CO)N1C[C@H](C)[C@H](CN(C)Cc2ccc(C(F)(F)F)cc2)Oc2ccc(NC(=O)Nc3cccc4ccccc34)cc2CC1=O | 5 | 4 | -6 | 64* | -2 | 4 | 3 | ·
O=C(OCc1ccccc1)N1CCC2CC1c1cc(N3CCCCC3)ccc12 (centres undefined) | 20 | -1 | -104 | 2 | -6 | · | 2 | 1.1
O=C(Cn1cncn1)NCCC(c1ccccc1)c1ccccc1 | 6 | -2 | -8 | -8 | -7 | 2 | 2 | ·
Nc1nonc1C(=O)N/N=C/c1ccc(Br)o1 | · | -1 | -5 | 0 | · | 19 | · | 0.8
COc1cc(OC)cc(N2CCN(S(=O)(=O)c3ccc(-n4cnnn4)cc3)CC2)c1 | -4 | 3 | 2 | -7 | 0 | -8 | -3 | ·
CC(=O)c1c(C)nc(-c2ccccc2)nc1N | 8 | 2 | 5 | -1 | -1 | · | -3 | 0.0
CCC(=O)c1ccc(OCC(O)CN2CCN(c3ccc(F)cc3)CC2)cc1 (centres undefined) | 1 | · | · | · | -8 | -2 | 0 | 0.8
CCOc1c2ccoc2nc2c(OC)c(OC)ccc12 | 21 | -2 | 1 | -3 | 17 | -2 | 1 | ·
CNc1oc(Cc2ccccc2)nc1S(=O)(=O)c1ccc(Cl)cc1 | -5 | -3 | -12 | 6 | -4 | 0 | -3 | ·
CCN1C(=O)N(CC)C(O)(c2ccccc2)C1(O)c1ccccc1 (centres undefined) | -5 | · | · | · | -3 | 0 | 0 | ·
Cc1ccc2c(c1)c(-c1csc(N)n1)c(C)n2C | -7 | · | -17 | 3 | 17 | -2 | -1 | 0.5
CO[C@H]1CN(C)C(=O)c2cc(NS(=O)(=O)c3cccc(F)c3)ccc2OC[C@@H](C)N(Cc2cc(F)ccc2F)C[C@H]1C | 0 | 1 | -19 | -13 | -11 | -9 | -2 | -0.4
C[C@H](CO)N1C[C@H](C)[C@H](CN(C)Cc2ccccc2)Oc2ccc(NS(=O)(=O)c3cccs3)cc2CC1=O | 1 | 1 | 18 | 0 | -4 | -2 | 5 | 0.1
Cc1ccc(-c2[nH]nc(N)c2N=Nc2cccc(Cl)c2C)cc1 | -23 | · | · | · | 6 | -1 | -7 | ·
COc1cccc(C2=NN(C(C)=O)C(c3cccs3)C2)c1 (centres undefined) | 26 | 0 | -13 | 5 | -14 | -2 | 2 | 0.2
CO[C@H](CN(C)S(=O)(=O)c1ccc(Cl)cc1)[C@H](C)CN(C(=O)Nc1ccccc1F)[C@@H](C)CO | 5 | -2 | -4 | -1 | -9 | · | -1 | -0.1
CCC(/C=N/NC(=O)CCCCC(=O)N/N=C/C(CC)CC)CC | · | 3 | -14 | 9 | 4 | -3 | · | ·
COc1ccc(C(=O)COC(=O)c2ccc([N+](=O)[O-])s2)cc1OC | -4 | 1 | -8 | 1 | 5 | 10 | -3 | 1.1
Cc1ccc(S(=O)(=O)NCC(=O)NCC(=O)OCc2c(F)cccc2Cl)cc1 | 2 | 0 | -17 | -5 | -1 | · | -3 | ·
C/C=C\C=C\C(=O)N1CC2(CC(c3cccc(NC(=O)CC(c4ccccc4)c4ccccc4)c3)=NO2)C[C@H]1C(N)=O (some centres undefined) | 7 | · | · | · | -4 | 0 | -2 | ·
O=C(Nc1ccc2c(c1)OCCO2)c1cc(-c2ccccn2)nc2ccc(Br)cc12 | -5 | 0 | -9 | 3 | -6 | 1 | -2 | 0.7
Cc1ccc(OCc2cc(C(=O)N(C)Cc3cnn(-c4ccccc4C)c3)no2)cn1 | 10 | -1 | -12 | 4 | 9 | -3 | -2 | ·
CC(C=NN=C1C(=O)Nc2ccccc21)=Cc1ccccc1 | · | 7 | -13 | 4 | · | · | · | -0.3
Cc1sc2ncnc(Nc3ccc(O)cc3)c2c1C | 3 | 0 | -12 | -5 | 1 | -3 | -2 | 1.4
COCCCNC(=O)c1cc(C(=O)Cc2ccccc2)c[nH]1 | · | 6 | -24 | -6 | · | -2 | · | ·
O=C(c1ccc2c(c1)OCO2)N1CCC2(CC1)Oc1ccc(F)cc1C(=O)C21CC(c2ccccc2)=NO1 (centres undefined) | 5 | · | -5 | 3 | 0 | 5 | -1 | 0.8
CCOC(=O)C(/C(N)=N/C(=O)Nc1ccccc1)=C(\C)O | -1 | · | 3 | -3 | -2 | 2 | 2 | ·
COc1ccc(CCNC(=O)C2CC(c3ccccc3C(F)(F)F)=NO2)cc1 (centres undefined) | -2 | 3 | 0 | 4 | 2 | -2 | -4 | -0.2
Cc1c(Cl)cccc1NC(=O)CSc1nnnn1C | -5 | -1 | -4 | -7 | 2 | 1 | -4 | -0.1
CCOc1ccc(NC(=O)CN(C)C(=O)CCC2CCCCC2)cc1OCC | 2 | 1 | -7 | -12 | 5 | 4 | 3 | ·
COc1cccc(/C=C/C(=O)c2ccc[nH]2)c1 | 60* | · | · | · | -5 | 19 | 4 | ·
CCCNC(=O)C[C@H]1CC[C@@H]2[C@H](COC[C@H](O)CN2Cc2ccncc2)O1 | -3 | 0 | -1 | 5 | -4 | -7 | 3 | 0.5
COc1ccc(NC(=O)CCC(=O)N2CCOCC2)c([N+](=O)[O-])c1 | · | 1 | -6 | 1 | 0 | -4 | 3 | -0.4
CO[C@H]1CN(C)C(=O)c2cc(NC(=O)NC(C)C)ccc2OC[C@H](C)N(Cc2ccccc2)C[C@H]1C | 0 | 2 | -6 | 0 | 0 | 2 | 1 | 0.1
CCOc1ccc(OCC)c(NC(=O)CN2CCN(CC)CC2)c1 | 1 | · | · | · | 5 | 0 | 0 | ·
O=C(CN1CCOCC1)NCC[C@@H]1CC[C@H](NC(=O)Nc2ccc(Cl)cc2)[C@@H](CO)O1 | -5 | 0 | -1 | -3 | -19 | · | -2 | 0.7

For reference, 10 of the compounds above:
SMILES | esBAF inh | CASP6 VEID inh | RAD52 inh | ERp5 inh | RAD54 branch | ARNT-TACC3 inh | PglD inh | E-sel inducer
CCOC(=O)C(/C(N)=N/C(=O)Nc1ccccc1)=C(\C)O | -1 | · | 3 | -3 | -2 | 2 | 2 | ·
COc1ccc(CCNC(=O)C2CC(c3ccccc3C(F)(F)F)=NO2)cc1 (centres undefined) | -2 | 3 | 0 | 4 | 2 | -2 | -4 | -0.2
Cc1c(Cl)cccc1NC(=O)CSc1nnnn1C | -5 | -1 | -4 | -7 | 2 | 1 | -4 | -0.1
CCOc1ccc(NC(=O)CN(C)C(=O)CCC2CCCCC2)cc1OCC | 2 | 1 | -7 | -12 | 5 | 4 | 3 | ·
COc1cccc(/C=C/C(=O)c2ccc[nH]2)c1 | 60* | · | · | · | -5 | 19 | 4 | ·
CCCNC(=O)C[C@H]1CC[C@@H]2[C@H](COC[C@H](O)CN2Cc2ccncc2)O1 | -3 | 0 | -1 | 5 | -4 | -7 | 3 | 0.5
COc1ccc(NC(=O)CCC(=O)N2CCOCC2)c([N+](=O)[O-])c1 | · | 1 | -6 | 1 | 0 | -4 | 3 | -0.4
CO[C@H]1CN(C)C(=O)c2cc(NC(=O)NC(C)C)ccc2OC[C@H](C)N(Cc2ccccc2)C[C@H]1C | 0 | 2 | -6 | 0 | 0 | 2 | 1 | 0.1
CCOc1ccc(OCC)c(NC(=O)CN2CCN(CC)CC2)c1 | 1 | · | · | · | 5 | 0 | 0 | ·
O=C(CN1CCOCC1)NCC[C@@H]1CC[C@H](NC(=O)Nc2ccc(Cl)cc2)[C@@H](CO)O1 | -5 | 0 | -1 | -3 | -19 | · | -2 | 0.7

Later entries
SMILES | esBAF inh | CASP6 VEID inh | RAD52 inh | ERp5 inh | RAD54 branch | ARNT-TACC3 inh | PglD inh | E-sel inducer
Cc1cccc(N2CCN(C(=O)CNC(=O)c3ccccc3)CC2)c1C | 50* | -2 | -17 | -10 | -15 | -6 | 1 | -0.1
CCN1CCN(C(=O)c2cn(CC)c3ccc(S(=O)(=O)N(C)C)cc3c2=O)CC1 | -2 | -1 | -17 | 1 | -3 | · | 0 | 0.0
CCOC(=O)C1=C(C)c2ccccc2N(C(=O)OC)C1(C)C(=O)OCC (centres undefined) | 14 | -1 | -12 | 7 | 0 | 5 | -4 | 0.5
O=C(c1ccc(N2CCN(C(=O)c3ccccc3Br)CC2)cc1)c1cccc(F)c1 | 8 | -5 | -12 | 0 | 1 | 5 | 7 | -0.9
Cc1noc(C)c1S(=O)(=O)Nc1ccc2c(c1)C(=O)N([C@@H](C)CO)C[C@H](C)[C@@H](CN(C)Cc1ccccc1)OCCCC[C@H](C)O2 | 2 | 3 | 6 | 5 | 1 | 0 | 2 | -0.2
O=C(CNS(=O)(=O)c1ccc(F)cc1)N1CCOCC1 | -8 | 0 | -6 | 6 | -10 | -36 | 13 | ·
c1ccc(Cc2c(-c3ccccc3)nc3c4ccccc4ccn23)cc1 | 12 | 0 | -46 | -1 | -6 | · | 1 | 0.1
COc1ccc(-c2c(C(F)(F)F)nn(C)c2NC(=O)CSCC(=O)O)cc1 | -13 | 0 | -10 | 1 | -6 | · | -1 | ·
CC(OC(=O)c1cccc(Cl)c1)C(=O)NC1CCCCC1C (centres undefined) | 0 | -5 | -8 | -14 | -14 | 6 | -7 | 0.1
Cn1c(SCCOc2ccccc2F)nc2ccccc2c1=O | · | 5 | -15 | 1 | · | 27 | · | -0.9
O=C(O)C[C@@H]1CC[C@@H](NC(=O)c2ccncc2)[C@@H](CO)O1 | -1 | -3 | 7 | 6 | 1 | 1 | 2 | 21
O=C(O)COc1ccccc1/C=N/NC(=O)c1cc(-c2ccc(Cl)cc2)nc2ccccc12 | -3 | 14 | -7 | 2 | -22 | 41* | -1 | ·
O=S(=O)(c1ccc(Cl)s1)N1CCC(Cc2ccccc2)CC1 | -3 | · | · | · | -7 | 0 | -4 | ·
Cc1ccc(NS(=O)(=O)c2c(C)[nH]c(C)c2C(=O)N2CCCCC2)c(Br)c1 | -1 | 4 | -11 | 3 | 2 | 1 | -1 | ·
CN1C(=O)c2cc(NC(=O)c3ccc(F)c(F)c3)ccc2OC[C@@H]2O[C@@H](CC(=O)N3CCCCC3)CC[C@H]21 | 0 | 0 | 0 | -9 | -4 | -10 | 3 | -0.1
CC(C)(C)NC(=O)C(c1ccsc1)N(CCc1ccccc1)C(=O)Cn1nnc2ccccc21 (centres undefined) | -4 | · | · | · | -9 | 1 | 6 | ·
CN1c2ccc(-c3ccccc3)cc2[C@H]2[C@H](CCN2C(=O)Cc2cccnc2)[C@H]1CO | -9 | -5 | -5 | -4 | 3 | 4 | 0 | -0.5
Cc1ccc(C2=NOC(C)(c3nnc(-c4ccncc4)o3)C2)cc1 (centres undefined) | 5 | 3 | -11 | 0 | -2 | -6 | · | 0.0
CCCC(=O)N1CCC2(CC1)CN(C(C)=O)[C@@H](CO)c1c2c2ccc(OC)cc2n1C | · | -4 | 9 | -1 | · | · | · | -0.1
COc1ccc(NC(=O)N(C)C[C@@H]2Oc3ncc(Br)cc3C(=O)N([C@H](C)CO)C[C@@H]2C)cc1 | -4 | 1 | 9 | 3 | -9 | -2 | 5 | -0.4
O=C(NC(=S)Nc1cccc(O)c1)C1CCCCC1 | 42* | 3 | -7 | 4 | 7 | 0 | 0 | -0.1
